# Bioassay records: PubChem BioAssay, The Scripps Research Institute Molecular Screening Center
# M4 ag: agonists of human muscarinic M4 receptor (CHRM4) | CHO-K1 hM4/Gqi5, Fluo-8 calcium fluorescence; vehicle 0%, full acetylcholine response 100% | activation, % at 3 µM | hit rate 0.14% among 360,000;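 active means activation above the run mean over all test wells plus 3 SD, cut at about 32% in these data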;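 further: peak over basal fluorescence ratio per well then scaled between controls; 0% = DMSO wells and 100% = acetylcholine at EC100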
# Target sequence (P08173 whole entry, looked up): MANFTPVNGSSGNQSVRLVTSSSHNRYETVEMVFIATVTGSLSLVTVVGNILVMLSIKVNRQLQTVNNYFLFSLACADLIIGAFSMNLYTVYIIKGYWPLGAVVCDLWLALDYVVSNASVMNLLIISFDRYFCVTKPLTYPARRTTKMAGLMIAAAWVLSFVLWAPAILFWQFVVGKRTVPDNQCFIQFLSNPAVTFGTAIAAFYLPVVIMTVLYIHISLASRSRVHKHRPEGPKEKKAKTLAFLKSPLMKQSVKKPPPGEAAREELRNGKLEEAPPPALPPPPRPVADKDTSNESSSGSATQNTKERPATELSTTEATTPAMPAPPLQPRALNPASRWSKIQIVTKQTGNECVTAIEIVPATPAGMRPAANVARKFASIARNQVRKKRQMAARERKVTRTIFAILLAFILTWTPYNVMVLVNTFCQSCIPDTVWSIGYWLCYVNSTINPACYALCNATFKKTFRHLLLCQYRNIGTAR
# M1 PAM: positive allosteric modulators of human M1 muscarinic receptor; hit rate 0.088% among 360,000; AID 588819; P11229; CHO-K1 hM1, Fluo-8 calcium fluorescence, ACh EC20; 0% = ACh EC20, 100% = maximal ACh; activation, % at 3 µM; in the data active means activation above about 19%, passing the limit was not always enough
# TAAR1 agonist: human TAAR1 agonism; CHO RD-HGA16 TAAR1, Fluo-8 calcium fluorescence; vehicle wells 0%, saturating PEA agonist 100%; activation, % at 3 µM; hit rate 0.99% among 360,000;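 active means activation above the mean activation of all test compounds in the run plus 3 SD, cut at about 38% in these data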
# Target sequence (Q96RJ0 whole entry, looked up): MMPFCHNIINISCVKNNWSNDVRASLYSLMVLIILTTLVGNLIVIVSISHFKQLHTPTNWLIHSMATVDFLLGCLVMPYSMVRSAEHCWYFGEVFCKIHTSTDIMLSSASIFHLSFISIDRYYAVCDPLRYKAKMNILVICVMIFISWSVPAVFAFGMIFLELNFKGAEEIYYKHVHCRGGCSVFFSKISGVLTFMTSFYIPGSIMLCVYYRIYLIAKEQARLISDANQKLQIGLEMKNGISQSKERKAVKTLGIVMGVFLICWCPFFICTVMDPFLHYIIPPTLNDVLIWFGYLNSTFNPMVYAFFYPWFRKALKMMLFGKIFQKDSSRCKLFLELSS
#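 Repeats: no replicates (n 1) | Material: CHO-derived RD-HGA16 cells with stable Gα16 and human TAAR1 | Technique: Kinetic Fluo-8 calcium fluorescence | Schedule: 17-24 h seeding, 75 min 37 °C dye, 30 min RT | Evaluation: % activation from peak over basal fluorescence ratio, DMSO-to-PEA scaled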
# CHRM1 agonist: activates human CHRM1 receptor; P11229; CHO-K1 hM1, Fluo-8 calcium fluorescence, agonist mode; 0% DMSO, 100% acetylcholine EC100; activation, % at 3 µM; hit rate 0.33% among 360,000; AID 588814;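 active means activation above the run's mean compound activation plus 3 SD, cut at about 16% in these data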;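 further: peak over basal fluorescence ratio within a 140 s kinetic read after compound addition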
# CHRM4 antagonist: antagonists of human muscarinic M4 receptor (CHRM4); P08173; CHO-hM4 cells, ACh EC80, Fluo-8 calcium fluorescence; inhibition, % at 3 µM; hit rate 0.73% among 360,000; AID 624125;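 active means inhibition above its plate's cutoff, the mean inhibition of sample wells plus 3 SD, cut at about 27% in these data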;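 further: 0% = acetylcholine EC80 with DMSO and 100% = DMSO without agonist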
# CHRM1 antagonist: human CHRM1 antagonism; P11229; CHO-K1 hM1, Fluo-8 calcium fluorescence, ACh EC80 antagonist; inhibition, % at 3 µM; hit rate 1.3% among 360,000;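 active means percent inhibition above its own plate's cutoff, namely the mean of that plate's compound wells plus 3 SD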;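 further: peak over basal fluorescence ratio during 140 s after agonist addition; 0% = ACh EC80 plus DMSO and 100% = DMSO alone without agonist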
# M5 antag: antagonists of human muscarinic M5 receptor (CHRM5). P08912. CHO-hM5 cells, Fluo-8 calcium fluorescence, ACh EC80. inhibition, % at 3 µM. hit rate 0.59% among 360,000;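 active means inhibition above a per-plate cutoff, the mean of that plate's test compounds plus 3 SD, cut at about 27% in these data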;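 further: 0% = acetylcholine EC80 with DMSO and 100% = DMSO without agonist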
# M5 ag: CHRM5 agonism in calcium assay; CHO-K1 hM5 cells, Fluo-8 calcium fluorescence; 0% DMSO wells, 100% maximal acetylcholine response; activation, % at 3 µM; hit rate 0.19% among 360,000; AID 624037;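 active means activation above the run's mean over test compounds plus 3 SD, cut at about 23% in these data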;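 further: signal is peak over basal fluorescence ratio across the kinetic read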
# CHRM5 PAM: positive allosteric modulators of human muscarinic M5 receptor; P08912; CHO-K1 hM5, Fluo-8 calcium, ACh EC20 PAM; 0% = ACh EC20, 100% = ACh EC100; activation, % at 3 µM; hit rate 0.3% among 360,000; AID 624038;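 active means activation above the run cutoff, the mean activation of all test compounds plus 3 SD, cut at about 18% in these data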
#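 system = human M5 receptor in CHO-K1 cells | reagent = EC20 acetylcholine as agonist stimulus | compound dosing = single-point, 3 µM nominal | incubation = Fluo-8 loading 80 min at 37 °C plus 30 min room temperature | detection = Fluo-8 calcium dye fluorescence, kinetic read | benchmarks = low control EC20 acetylcholine (0%), high control EC100 acetylcholine (100%)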
# Active calls of the source: *; . = no result given. An excerpt; rates above refer to the full screens.
# Values run as follows: M4 ag	M1 PAM	TAAR1 agonist	CHRM1 agonist	CHRM4 antagonist	CHRM1 antagonist	M5 antag	M5 ag	CHRM5 PAM
1. O=C(CSc1nc(O)c(C2CCCCC2)c(=O)[nH]1)N1CCOCC1
 : 13	-2	3	-1	-16	4	5	2	-6
2. CCn1c(=O)c([N+](=O)[O-])c(NCCN(C)C)c2ccccc21
 : 2	9	14	-1	3	-11	6	0	-2
3. Cc1ccc(OCCC(=O)Nc2ccc(S(=O)(=O)N3CCCC3)cc2)cc1
 : 5	-3	3	-6	4	10	3	3	0
4. Cn1c(CCN2CCN(c3ccccn3)CC2)nc2cc(NS(=O)(=O)c3ccccc3)ccc21
 : 12	-23	5	0	21	69*	9	-6	-13
5. Cc1cc(C)n(-c2ccc(C(=O)Nc3ccccc3N3CCOCC3)cc2)n1
 : 16	-3	11	-6	-12	-3	2	0	-10
6. CNC(=O)/C(C#N)=C/c1cccc(Oc2ccccc2)c1
 : 2	10	1	-3	4	-10	9	6	-5
7. CCOC(=O)c1c(C)[nH]c(C(=O)COC(=O)C2CC2)c1C
 : 3	-12	2	0	0	31*	-2	4	3
8. O=C1CCC(C(=O)OCc2c(Cl)cccc2Cl)N1 (stereo not drawn)
 : 1	7	23	-3	5	-9	1	1	-5
9. Cc1cc(C)n(-c2cc(O)c(-n3nc(C)cc3C)cc2O)n1
 : 0	12	1	-6	-3	0	-6	-4	7
10. O=C(NCc1ccncc1)/C(=C/c1cccc([N+](=O)[O-])c1)NC(=O)c1ccccc1
 : 6	3	1	-5	10	-5	8	-1	-1
11. COc1ccc(-c2csc(NC(=S)NC(=O)c3ccc(S(=O)(=O)N(C)C)cc3)n2)cc1OC
 : 10	1	6	1	-15	0	-4	2	-1
12. CCCCCn1c(=O)[nH]c2cc(C(=O)NCCN3C(C)CCCC3C)ccc2c1=O (stereo not drawn)
 : 1	-16	-1	-11	7	11	-4	-8	1
13. Cc1cccc(C)c1NC(=O)CN(C)C(=O)c1cc(S(=O)(=O)N2CCOCC2)ccc1N1CCCC1
 : 1	7	1	0	-24	-25	0	-2	-4
14. CC(C)OCCCNC(=O)C1CCC(CNS(=O)(=O)c2cccc3nsnc23)CC1 (stereo not drawn)
 : 2	8	.	-9	-8	-9	-3	-1	0
15. Cc1ccc(S(=O)(=O)N2CCCCC2C(=O)Nc2ccc(N(C)C)cc2)cc1 (stereo not drawn)
 : 6	-2	0	-4	8	0	16	-2	-5
16. Cc1ccc(-c2nnn(CC(=O)N(CC(=O)NC(C)C)c3cnc4ccccc4c3)n2)o1
 : 3	10	5	-2	-8	-19	9	-3	-8
17. CCOc1cc(C(=O)OCC(=O)Nc2ccc(Cl)cn2)ccc1OCC(=O)N1CCOCC1
 : 2	5	11	-5	6	-4	4	0	-1
18. CCc1nc2ccc(C(=O)NCCCN3CCCC3=O)cn2c1N(C)C(=O)Nc1ccccc1OC
 : 1	0	2	-5	4	0	-1	1	1
19. COc1ccc(C2=Nn3c(nnc3-c3ccccc3Cl)SC2)cc1OCC1CC1
 : 3	-20	0	-10	17	31	16	-10	-24
20. CC(=O)Nc1nnc(Cc2ccccc2)s1
 : 0	6	8	-3	1	-1	-6	-1	2
21. O=C(NCCCNC(=O)c1cc(Cl)ccc1Cl)c1cnccn1
 : 0	7	-1	-5	2	-4	2	-2	7
22. CC(C)(C)n1nc2c(c1NC(=O)c1cccc(Cl)c1)CS(=O)(=O)C2
 : 1	10	1	0	-3	-15	7	0	4
23. COCCNc1nc(NCc2ccc(C(C)C)cc2)c2sccc2n1
 : 10	-11	15	-2	4	7	16	2	-8
24. CNC(=O)Cc1csc2ccc(C)cc12
 : 1	-2	0	-3	3	8	4	0	2
25. COc1cc(C(=O)N2CCN(Cc3ccccc3C(F)(F)F)CC2)cc(OC)c1OC
 : 5	9	5	-2	-4	-5	-7	-1	-3
26. COC(=O)c1ccc(/C=N/NC(=O)CC(=O)NCc2cccnc2)cc1
 : 1	10	3	-8	-2	-3	-2	1	10
27. Cc1ccc2occ(/C=N/NC(=O)c3ccc(O)cc3)c(=O)c2c1
 : 0	10	6	-1	4	-11	0	-2	1
28. CCC(=O)C1CCCN(C(=O)CCc2nnc(C3(c4ccc(Cl)cc4)CCC3)o2)C1 (stereo not drawn)
 : 4	7	0	-4	-10	-18	-12	-3	5
29. N#Cc1ccc(C23CC4(C2)[C@H](CN(Cc2ccc(C(F)(F)F)cc2)[C@@H]4c2ccccc2)C3c2ccccc2)cc1 (stereo partly drawn)
 : 1	4	10	-5	9	-1	2	8	3
30. C/C(CCc1ccc2c(c1)OCO2)=N\N=C1\NC(=O)CC(C(=O)Nc2ccccc2F)S1 (stereo not drawn)
 : 1	-3	3	-5	5	-9	1	1	1
31. COc1cc(C(F)(F)F)c(C(=O)NCc2cccc(Cl)c2)cn1
 : 1	7	-1	-5	-4	-13	9	-6	-5
32. O=C(NCc1ccccc1)C(c1ccncc1)n1c(=O)c(-c2ccco2)nc2ccccc21 (stereo not drawn)
 : 1	.	1	.	-9	.	2	1	-1
33. O=c1c(Cl)c(NCc2ccc(F)cc2Cl)cnn1C12CC3CC(CC(C3)C1)C2
 : 2	5	3	-2	-9	-4	-2	1	-1
34. N#CCCN1CCN(CCC#N)CC1
 : 1	-4	-1	-3	14	10	3	-1	3
35. Cn1c(O)c(C=Nc2ccc(Br)cc2)sc1=O
 : 2	8	4	-9	1	-6	1	-6	16
36. N#Cc1ccc(CSc2nnc(NC(=O)c3ccc4ncsc4c3)s2)cc1
 : 1	-5	10	-3	11	11	-2	0	3
37. N#C/C(=N\Nc1ccccc1Cl)C(=O)c1ccccc1
 : 10	6	10	5	-2	-10	3	8	-10
38. CC1(C)NC(=O)N(CC(O)CN2C(=O)CCC2=O)C1=O (stereo not drawn)
 : 0	5	2	-5	4	0	-6	0	8
39. COc1cc2cc3c(N)c(C(=O)Nc4sc(C)c(C)c4C#N)sc3nc2cc1OC
 : 4	3	0	1	5	-5	7	2	-2
40. COc1ccc(-n2cnc3c(sc4nccc(N(C)C)c43)c2=O)cc1
 : 1	3	9	-1	0	-4	1	-4	0
41. CCOCCCNC(=O)C(NC(=O)c1ccc(NC(C)=O)cc1)c1ccc(C)cc1 (stereo not drawn)
 : 0	6	1	-8	9	-3	1	-2	1
42. O=C(O)CSCC(=O)N1CCc2c([nH]c3ccccc23)C1C(F)(F)F (stereo not drawn)
 : 1	12	0	-4	-7	-10	5	-4	0
43. Cc1cc(/C=C2/C(=O)N(C)C(=S)N2C)ccc1N1CCCC1
 : 4	-11	26	-2	2	12	14	10	-4
44. CCN(CC)S(=O)(=O)c1ccc(N/N=C/c2cc(OC)c(OC)cc2OC)nc1
 : 0	0	1	-7	-11	1	-3	-1	-3
45. COc1ccc(NC(=O)Cn2cnc3sc(C)c(S(=O)(=O)N4CCOCC4)c3c2=O)c(OC)c1
 : 1	5	2	-6	-3	5	-16	-1	9
46. Cc1ccc(S(=O)(=O)N(C)c2ccc(OCC(=O)O)cc2)cc1
 : 0	4	14	-3	-16	-20	-4	-4	-2
47. CCC(C)(C(=O)Nc1ccccc1C)N(C(=O)CNC(C)=O)c1ccc(C)cc1 (stereo not drawn)
 : 1	5	0	-7	0	-2	3	-2	2
48. CCNc1nc(Oc2ccc(OC)cc2)cc(C(F)(F)F)n1
 : 0	-3	11	-9	-14	-7	-15	-3	5
49. C/C(=N\NC(=S)NCCc1ccccc1)c1ccc(Cl)cc1Cl
 : 0	7	4	-5	-10	-13	5	-5	1
50. CCOc1ccc(C(C)=O)cc1CN1C(=O)C(=O)N(CC)C1=O
 : 0	6	0	-5	4	-4	8	-1	0
51. COc1ccc2c(c1)C(C)CC(C)(C)N2C(=O)CSc1nc2ccccc2s1 (stereo not drawn)
 : -2	-6	3	-4	-7	1	-4	0	-15
52. COc1ccc(C(=O)N/C(=C\c2ccc3c(c2)OCO3)C(=O)Nc2cccc(C(=O)O)c2)cc1
 : 0	6	0	-3	-3	2	9	1	12
53. COc1cc(C(=O)NC(=S)Nc2ccc3[nH]c(=O)[nH]c3c2)cc(OC)c1OC
 : 2	1	3	-4	-11	2	3	-2	0
54. c1coc(-c2nc3c([nH]2)CCc2nonc2-3)c1
 : 3	4	-1	-2	-2	-14	-6	3	2
55. C/C(=N\NC(=O)c1ccncc1)c1cccc(NC(=O)c2ccc(Cl)s2)c1
 : 7	0	5	0	-5	-2	5	-1	-6
56. Cc1ccc2cc(CN(CC(C)C)S(=O)(=O)c3cccc4nonc34)c(=O)[nH]c2c1
 : 0	-1	2	-3	4	-2	5	-3	-1
57. COc1ccc(NC(=O)c2cnc(SC)nc2)cc1
 : 3	5	6	1	2	-18	2	0	1
58. Cc1cnc(-c2nc3ccccc3n2C(C(=O)NC(C)(C)C)c2cc3ccccc3o2)cn1 (stereo not drawn)
 : 3	.	2	.	0	.	7	0	-2
59. N#CC1(NC(=O)COC(=O)CN2C(=O)c3ccccc3C2=O)CCCCC1
 : 0	8	3	-1	-3	-9	6	2	1
60. O=C(NC(=S)Nc1ccccc1N1CCCC1)c1cccs1
 : 6	-6	-2	-4	6	17	17	1	-15

# More records follow.
# Values run as follows: M4 ag	M1 PAM	TAAR1 agonist	CHRM1 agonist	CHRM4 antagonist	CHRM1 antagonist	M5 antag	M5 ag	CHRM5 PAM
61. Nc1cc(N)nc(SCc2nnnn2-c2ccc(Cl)cc2)n1
 : 1	2	0	-4	4	-3	-1	2	2
62. CCN(CC)S(=O)(=O)c1ccc(C(=O)Nc2ccc3c(c2)OCO3)cc1
 : 2	14	13	-12	-2	-11	-6	-4	-1
63. CN(Cc1ccccc1)C(=O)c1nc2ccccn2c1CNCCn1cccn1
 : 2	-4	7	-8	11	12	3	-3	1
64. C=CCn1c(COc2cccc(C)c2)nnc1SCC(=O)c1c(N)n(C)c(=O)n(C)c1=O
 : 0	5	7	-2	8	-7	0	0	-3
65. COCC(=O)NC(c1ccccc1)c1ccccc1
 : 0	8	4	-4	1	-10	0	-2	-1
66. CCOC(=O)C1(CCOc2ccccc2)CCN(C(=O)c2cncs2)CC1
 : 3	15	2	-5	0	-8	-10	4	2
67. Cc1nc(Cl)c(C(=O)NCCC(C)C)c(C)c1[N+](=O)[O-]
 : 1	-3	2	-4	5	5	10	-1	-3
68. CCn1c(/C=C/c2ccccc2)nc2ccccc2c1=O
 : 3	8	6	-6	-7	-9	-7	1	1
69. O=C1Nc2ccc(NS(=O)(=O)c3cccs3)c3cccc1c23
 : 3	7	2	-3	-3	-7	2	0	-2
70. COc1ccc(OCC(=O)Nc2ccc3c(c2)nc(CCn2ccccc2=O)n3C)cc1
 : 3	-2	3	-3	-18	4	-5	-4	0
71. COC(=O)c1nn(-c2ccccc2)c(Cl)c1/C=N/OCc1ccc(C)cc1
 : 0	-12	20	-4	0	4	-7	-3	3
72. COc1ccc(CCNc2cc(N3CCN(C(=O)c4ccccc4F)CC3)ccc2[N+](=O)[O-])cc1OC
 : 7	4	19	-1	-4	-4	1	-1	-7
